Screens from PubChem.
NTR1 agonist: agonists of NTR1, primary screen, imaging, U2OS cells, beta-arrestin-GFP, high content (AID 493036) | P30989 | NTR1-U2OS beta-arrestin-GFP spot imaging, agonist mode | activation, % at 20 µM | actives 0.17% (n = 330,000);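 active = activation at or above 40% of the spot to cytoplasm intensity ratio, with at least 20 cells analyzed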;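 also: 0% = DMSO without peptide and 100% = 100 nM NTR1 peptide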
Target sequence (P30989 whole entry, looked up): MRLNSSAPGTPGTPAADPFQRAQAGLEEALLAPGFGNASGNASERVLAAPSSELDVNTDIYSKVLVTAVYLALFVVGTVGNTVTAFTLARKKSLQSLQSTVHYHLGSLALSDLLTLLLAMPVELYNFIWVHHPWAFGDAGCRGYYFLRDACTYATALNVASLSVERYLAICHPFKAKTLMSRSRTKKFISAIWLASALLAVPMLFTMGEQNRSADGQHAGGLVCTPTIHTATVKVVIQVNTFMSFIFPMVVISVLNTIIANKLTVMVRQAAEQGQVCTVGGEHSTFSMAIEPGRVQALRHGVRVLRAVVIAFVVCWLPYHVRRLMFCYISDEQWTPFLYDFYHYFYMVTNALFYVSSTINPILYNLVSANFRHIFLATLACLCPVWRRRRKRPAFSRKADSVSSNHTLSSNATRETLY
LYP phosphatase: PTPN22 lymphoid phosphatase activity blockers – biochemical, fluorescence intensity, uHTS (AID 1779) | recombinant LYP phosphatase, fluorescence intensity; higher % means a stronger effect | inhibition, % at 11.5 µM; hits with a dose series show IC50 in µM | actives 0.054% (n = 290,000); in the data active = inhibition above about 50%;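 also: plate controls were vehicle with enzyme for no effect and no enzyme for full effect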
GPR35 antagonists: GPR35 antagonists blocking zaprinast-driven arrestin recruitment, primary screen, imaging, U2OS, beta-arrestin-GFP, zaprinast agonist (AID 2058) | U2OS GPR35 beta-arrestin-GFP translocation imaging, zaprinast antagonism; higher % means a stronger effect | inhibition, % at 10 µM, or IC50 in µM where a hit was titrated | actives 0.052% (n = 290,000);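 active = inhibition of at least 50% with at least 30 cells and total cytoplasm GFP at most 10,000,000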
Salmonella PhoP GFP: PhoP-dependent GFP reporter repression – Salmonella Typhimurium, primary screen (AID 1863). actives 0.16% (n = 300,000). inhibition, % at 50 µM; hits with a dose series show IC50 in µM. S. Typhimurium PhoP-regulated promoter GFP reporter, 4 h; higher % means a stronger effect;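 active = inhibition over 29.93%, a cutoff 3 SD above the screen mean, later confirmed by dose response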;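 also: 0% = low Mg2+ inducing control and 100% = high Mg2+ repressing control; strong numbers were not always called active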
Myeloid diff 2: myeloid differentiation induction | ER-HoxA9 myeloid progenitors, lysozyme-GFP differentiation, flow cytometry | calls only at 10 µM | actives 1% (n = 360,000);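 active = normalized GFP-positive differentiation at or above the plate's own cutoff, the solvent-only control mean plus 3 SD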;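 also: cells exposed to compound for four days before flow analysis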
GPR55 antagonists: inhibition of LPI-stimulated GPR55 beta-arrestin translocation – imaging, U2OS, beta-arrestin-GFP, LPI agonist, primary screen (AID 2013); inhibition, % at 10 µM, or IC50 in µM where a hit was titrated; actives 0.13% (n = 290,000); U2OS GPR55 beta-arrestin-GFP translocation imaging, LPI antagonism; higher % means a stronger effect;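 active = spots per cell inhibited over 60%, with over 100 cells counted and total cytoplasm intensity under 500,000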;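 also: U2OS cells stably carrying GPR55 and arrestin-GFP stimulated by 5 µM LPI near EC80; imaged beta-arrestin-GFP aggregate spots per cell after agonist stimulation; plate controls were LPI-stimulated DMSO wells for no effect and DMSO wells without LPI for full effect; some results filed as inactive read as strong as hits; confirmed hits need IC50 under 10 µM and bright autofluorescent wells are also inconclusive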
HIV peptide binding: cell-free HIV fusion peptide-binding blockers – biochemical, uHTS, fluorescence dequenching, primary screen (AID 1986). actives 0.3% (n = 290,000). inhibition, % at 20 µM, or IC50 in µM where a hit was titrated. cell-free peptide binding, fluorescence dequenching, 30 min; higher % means a stronger effect; in the data active = inhibition mostly above about 52%, no sharp cut-off; inactive = mostly below about 76%; also: some results filed as inactive read as strong as hits
Siah-1 displacement: Siah-1 peptide-binding antagonists, primary screen, biochemical, fluorescence polarization, rhodamine-plectin, uHTS (AID 1817) | actives 0.02% (n = 290,000) | displacement, % at 20 µM; hits with a dose series show IC50 in µM | Siah-1 / rhodamine-plectin peptide fluorescence polarization; higher % means a stronger effect;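 active = displacement of at least 50% at 20 µM, with a fluorescence ratio check between 0.3 and a set limit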;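 also: plate controls were Siah plus tracer with DMSO for no effect and tracer alone without Siah for full effect; strong numbers were not always called active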
MgcRacGAP inhibition: MgcRacGAP GTPase-activating activity inhibitors, confirmation, biochemical, ADP Hunter fluorescence; MgcRacGAP-stimulated Rac1 GTP hydrolysis, ADP Hunter fluorescence; higher % means a stronger effect; GST-tagged Rac1 F28L mutant substrate; inhibition, % at 30 µM, or IC50 in µM where a hit was titrated; actives 0.6% (n = 340,000); AID 624330;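 active = first-screen hits whose inhibition reached a set limit at any dose in the follow-up dose series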;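 also: fluorescence reports GDP produced by GAP-driven GTP hydrolysis; strong numbers were not always called active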
NTR1 agonist cell count 20 µM: recorded beside NTR1 agonist, whose call it bears; cell count; measured here: cell count, cytotoxicity flag
Myeloid diff 2 GFP+ MAC1+ %: second read-out of Myeloid diff 2, no call of its own (marks repeat the call); GFP+ MAC1+ double positive, %; measured here: differentiation confirmed by MAC1 staining
Active calls of the source: *; i = inactive; nt = no result given.

SMILES	NTR1 agonist	NTR1 agonist cell count 20 µM	LYP phosphatase	GPR35 antagonists	Salmonella PhoP GFP	Myeloid diff 2	Myeloid diff 2 GFP+ MAC1+ %	GPR55 antagonists	HIV peptide binding	Siah-1 displacement	MgcRacGAP inhibition
C=CCSc1nnc(CSc2nc3sc4c(c3c(=O)[nH]2)CCCC4)n1-c1ccccc1	nt	nt	-2%	-11%	-2%	nt	nt	-2%	-1.0%	-4%	2%
CCN(CC)Cc1c(C(=O)N/N=C/c2ccncc2)nnn1-c1nonc1N	0.3	61	-4%	22%	-1%	i	0.7	-11%	-1.7%	-3%	12%
CSc1nc2ccccc2cc1/C=C(\C#N)c1ccc(Cl)cc1Cl	1.8	34	-3%	9%	7%	i	0.3	7%	0.0%	2%	5%
COCCN(Cc1ccccc1)C(=O)c1cc(S(=O)(=O)N2CCCCCC2)ccc1OC	0.6	66	nt	nt	-7%	i	0.8	nt	nt	nt	6%
Cc1oc2cc3oc(=O)c(CC(=O)NCCC(=O)O)c(C)c3cc2c1C	0.5	93	-1%	-1%	nt	i	0.6	4%	0.2%	-2%	9%
Cc1ccc(C(=O)c2c3ccc(C(F)(F)F)cc3[n+]([O-])n2CCC(N)=O)cc1	-1.3	98	-6%	4%	4%	i	1.8	18%	2.3%	10%	12%
O=C(Nc1cc([N+](=O)[O-])ccc1N1CCOCC1)c1ccco1	0.5	59	0%	-2%	2%	i	0.2	6%	-0.3%	4%	13%
NC(=O)CC[C@@H]1NC(=O)[C@H](CO)NC(=O)c2cc([N+](=O)[O-])cc(I)c2NCC[C@@H](C(N)=O)NC1=O	-4.4	88	2%	3%	4%	i	1.5	-4%	2.4%	-1%	17%
COC(=O)c1ccc(-c2ccco2)n1Cc1ccccc1Cl	6.1	64	-5%	-4%	-10%	i	0.5	7%	0.4%	1%	7%
COc1ccc2oc(C(=O)NCC3CCCO3)c(C)c2c1 (configuration not stated)	0.3	57	-8%	5%	0%	i	1.0	14%	-0.8%	0%	10%
Cc1cc(C)cc(C(=O)NCC(=O)OCC(=O)c2cc(C)n(CC(F)(F)F)c2C)c1	0.9	82	1%	12%	7%	i	1.0	2%	1.0%	11%	-6%
C1CCc2nnc(-c3nnc4n3CCCCC4)n2CC1	1.0	35	2%	-4%	-11%	i	0.7	6%	1.0%	-3%	10%
Cc1cc(C)n(-c2nc(NCCN(C)C)c3c4c(sc3n2)CCCC4)n1	8.3	34	-6%	-2%	103µM*	i	0.8	-3%	0.1%	-6%	13%
NC(=O)CC(NC(=O)c1ccccc1)c1ccc(NCc2ccc(F)c(F)c2)c([N+](=O)[O-])c1 (configuration not stated)	1.3	85	-3%	5%	0%	i	0.6	4%	2.3%	12%	9%
CC(C)(Oc1ccc(Cl)cc1)C(=O)Nc1ccc(S(=O)(=O)Nc2ncccn2)cc1	0.1	55	-12%	6%	4%	nt	nt	18%	2.4%	6%	7%
CCc1nc(N=C(N)N)nc2ccccc12	0.1	25	-7%	-2%	7%	nt	nt	-7%	-0.2%	1%	nt
CCOC(=O)Cc1cc(=O)n2[nH]c(C)c(-c3ccccc3OC)c2n1	2.0	38	-2%	6%	-4%	i	0.2	2%	2.3%	-6%	4%
Cc1oc(-c2ccccc2Cl)nc1CN1CCCCC1CO (configuration not stated)	-1.5	73	-8%	2%	2%	i	0.6	8%	3.3%	17%	4%
Cc1cccc(NC2=CC(=O)CC(C)(C)C2)c1C	0.8	41	-2%	10%	2%	i	0.7	12%	1.1%	0%	3%
COC(=O)c1cc(N2CCN(C)CC2)nc2ccccc12	-2.5	47	-9%	-13%	-21%	i	1.0	0%	114%*	3%	2%
O=C(CN1C(=O)c2ccccc2C1=O)c1ccccc1	0.4	56	-7%	10%	-5%	i	0.9	5%	-2.1%	7%	4%
Cc1ccc(-c2ccc(CCC(=O)O)n2-c2cccc(O)c2)cc1	3.8	63	-2%	6%	21%	i	6.3	2%	13%	-2%	1%
O=c1[nH]cnc2ccsc12	-0.3	42	6%	-2%	1%	i	0.1	0%	2.4%	4%	1%
COC(c1ccccc1)c1nnc(CCC(=O)N2CCN(Cc3cccs3)CC2)o1 (configuration not stated)	-0.7	25	-8%	18%	6%	i	0.2	-23%	0.0%	-7%	1%
COc1ccc(C(C(=O)NCCC(C)C)N(CCCO)C(=O)c2snc(C(N)=O)c2N)cc1OC (configuration not stated)	0.9	68	-3%	15%	1%	i	0.5	5%	1.0%	11%	13%
CC(=O)N1CCN(C(=O)c2cc(-c3cccc4ccccc34)nc3ccccc23)CC1	2.3	65	-8%	0%	5%	i	0.9	16%	-0.8%	3%	8%
COc1ccc2c(c1)CCc1c(C(=O)N3CC4(C)CC3CC(C)(C)C4)noc1-2 (configuration not stated)	15	58	15%	-5%	1%	i	4.2	4%	3.9%	0%	-3%
CCOc1cc(CO)c(Br)cc1OCC(=O)O	0.8	60	-5%	6%	6%	nt	nt	5%	0.2%	-3%	nt
COc1cccc2c(=O)n(CC(=O)N3CCCCCC3)ccc12	-1.3	57	-12%	15%	5%	i	2.3	-1%	1.5%	-6%	2%
CC1(C)CC(CNCCC(c2ccc(F)cc2)c2ccco2)CCO1 (configuration not stated)	0.3	52	-6%	-7%	-4%	i	0.7	12%	-0.7%	3%	9%
COc1ccc(C(=O)Nc2ccc(N3CCN(C)CC3)cc2)cc1OC	-1.0	62	-7%	-11%	-1%	i	0.7	12%	-0.5%	-8%	12%
Cc1ccc(Nc2cc(C)nc3nc(C)nn23)c(C)c1	-0.4	71	-6%	16%	-9%	i	1.1	-1%	2.2%	-3%	-14%
C=CCN(CC=C)C(=S)NC(=O)/C=C/c1ccccc1	-0.8	58	3%	-2%	-9%	i	0.5	1%	28%	11%	9%
Cc1cc(=O)oc2cc(NC(=O)C(CCCN=C(N)N)NC(=O)OCc3ccccc3)ccc12 (configuration not stated)	0.2	78	-8%	7%	10%	i	1.1	-2%	-1.2%	0%	10%
COc1ccc(/C=N/NC(=O)c2ccc(Br)o2)cc1Cn1cc([N+](=O)[O-])cn1	2.9	46	2%	5%	13%	i	0.8	-3%	-2.0%	-4%	7%
CCOc1ccc(N(CC(=O)NC2CCCC2)C(=O)Cn2nnc(-c3ccc(C)o3)n2)cc1	-1.3	53	-9%	4%	nt	i	0.7	8%	-0.2%	1%	3%
COc1ccc(NC(=O)CSc2nc(N)c(C#N)cc2C#N)cc1	-0.2	48	6%	-11%	-19%	i	1.7	6%	7.6%	-5%	6%
O=C(COC(=O)c1ccc(OC(F)F)cc1)NCCNC(=O)COC(=O)c1ccc(OC(F)F)cc1	2.0	63	-6%	-7%	0%	i	0.7	4%	-1.2%	4%	5%
N#Cc1c2n(c3c(=O)n(Cc4ccc(Cl)cc4)cnc13)CCCCC2	-0.3	47	-7%	-6%	-9%	i	3.6	2%	-2.1%	2%	-1%
CC1(C)Cc2c(C#N)c(N3CCN(C(=O)c4ccco4)CC3)nc(-c3ccco3)c2CS1	-1.9	95	6%	36%	0%	i	1.5	9%	41%	1%	-4%
CCOC(=O)CC1(NC(=O)C2CCC(=O)N(C3CC3)C2)CCCCC1 (configuration not stated)	0.0	51	-4%	-4%	-1%	i	1.2	6%	-0.6%	9%	9%
O=C(CCCN1C(=O)c2ccccc2C1=O)Oc1ccc(Cl)cc1	0.3	70	2%	3%	15%	i	0.3	-14%	0.0%	-4%	4%
Cc1ccc(NC(=O)c2cc(Cl)ccc2[N+](=O)[O-])cc1C	-0.3	49	-5%	9%	-8%	i	0.3	-1%	-1.5%	0%	6%
COc1ccc(-c2csc(NC(=O)Cc3cc(OC)c(OC)c(OC)c3)n2)cc1OC	0.8	62	-3%	2%	11%	i	0.3	-2%	-2.4%	-1%	9%
Nc1nc(SCC(=O)OCc2ccccc2)[nH]c(=O)c1NC(=O)c1ccco1	-1.3	103	2%	-10%	-2%	i	3.1	18%	-0.2%	6%	2%
Cc1cccc(NC(=O)CSc2nnc(CNC(=O)c3ccc(S(=O)(=O)N(C)C)cc3)n2-c2ccccc2)c1	0.3	68	-16%	-1%	-5%	i	0.6	-3%	-1.6%	-7%	4%
CCN(c1cccc(C)c1)S(=O)(=O)c1cn(CC(=O)OC)c2ccc([N+](=O)[O-])cc12	5.2	55	-6%	7%	4%	i	0.8	-1%	0.0%	-8%	4%
O=C(CNS(=O)(=O)c1ccc(Br)cc1)NCc1ccncc1	-1.5	43	-4%	3%	-2%	i	2.6	7%	-1.3%	4%	-4%

A draw from above in order of number of heavy atoms, ascending:
SMILES	NTR1 agonist	NTR1 agonist cell count 20 µM	LYP phosphatase	GPR35 antagonists	Salmonella PhoP GFP	Myeloid diff 2	Myeloid diff 2 GFP+ MAC1+ %	GPR55 antagonists	HIV peptide binding	Siah-1 displacement	MgcRacGAP inhibition
O=C(CNS(=O)(=O)c1ccc(Br)cc1)NCc1ccncc1	-1.5	43	-4%	3%	-2%	i	2.6	7%	-1.3%	4%	-4%
COc1ccc(NC(=O)CSc2nc(N)c(C#N)cc2C#N)cc1	-0.2	48	6%	-11%	-19%	i	1.7	6%	7.6%	-5%	6%
CCN(c1cccc(C)c1)S(=O)(=O)c1cn(CC(=O)OC)c2ccc([N+](=O)[O-])cc12	5.2	55	-6%	7%	4%	i	0.8	-1%	0.0%	-8%	4%

Continued.
SMILES	NTR1 agonist	NTR1 agonist cell count 20 µM	LYP phosphatase	GPR35 antagonists	Salmonella PhoP GFP	Myeloid diff 2	Myeloid diff 2 GFP+ MAC1+ %	GPR55 antagonists	HIV peptide binding	Siah-1 displacement	MgcRacGAP inhibition
O=C(NCCC1=CCCCC1)C1CCCN(c2nc3ccccc3o2)C1 (configuration not stated)	0.8	49	-4%	1%	-1%	i	6.4	-2%	-0.4%	-1%	5%
CC(C)c1nnc(NC(=O)CC(=O)Nc2ccccc2C(=O)O)s1	0.7	66	-8%	3%	5%	i	0.5	-15%	-0.8%	0%	6%
CCN1C(=O)N(c2ccc(Cl)cc2)C(C)=CC1(C)C	3.3	43	-4%	4%	1%	i	0.8	-1%	-2.9%	4%	7%
O=C(NC1CS(=O)(=O)CC1NCc1ccccc1)c1ccccc1 (configuration not stated)	-2.4	63	0%	-2%	1%	i	0.2	-4%	-1.3%	2%	2%
Cn1ncc(Br)c1C(=O)Nc1ccc(Cl)cn1	1.9	43	3%	1%	6%	i	0.1	-3%	2.6%	-2%	10%
CNC(=S)/N=C/NOCc1c(Cl)cccc1Cl	1.5	61	-1%	-10%	4%	nt	nt	-6%	1.3%	0%	2%
CCOc1ccc(CCNC(=O)COC(=O)CNS(=O)(=O)c2ccc(NC(C)=O)cc2)cc1OCC	0.9	69	nt	nt	-4%	i	0.2	nt	nt	nt	7%
COc1ccc(C(=O)Nc2ccc(OC)c(OC)c2)cc1	-0.9	50	-5%	-9%	2%	i	7.4	1%	-2.6%	2%	10%
